VLA-4 inh – inhibition in a human VLA-4 binding assay; P13612; VLA-4 expressing cells, ligand binding flow cytometry; inhibition, % (about 7 µM as worked out from the volumes in the protocol); 0.2% of 330,000 active; AID 2557; in the data active = inhibition above about 50%
MEP2 TOR yeast – alters MEP2-GFP fluorescence in TOR pathway yeast screen | GFP response vs DMSO, % at 10 µM | 0.51% of 330,000 active | S. cerevisiae MEP2-GFP strain, flow cytometry GFP, 3 h; 100% = DMSO control level | AID 2016;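 active = GFP response versus DMSO above a set limit, roughly screen mean plus 3 SD, cut at about 180% in these data; inconclusive = fewer than 70 cells counted for a yeast strain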;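 also: median GFP fluorescence of the barcode-gated MEP2-GFP cells per well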
LAP4 TOR yeast – yeast TOR pathway LAP4-GFP modulation | S. cerevisiae LAP4-GFP multiplex, flow cytometry GFP, 3 h; median GFP as percent of DMSO wells | GFP response vs DMSO, % at 10 µM | 0.34% of 320,000 active | AID 2023;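 active = GFP response vs DMSO above a set limit, about the screen mean plus 3 SD, cut at about 150% in these data; inconclusive = under 70 cell events counted for the yeast strain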
RPL19A-GFP yeast – alters RPL19A-GFP fluorescence in TOR pathway yeast screen; S. cerevisiae RPL19A-GFP strain, flow cytometry, 3 h; hits give low values; percent response vs DMSO, % at 10 µM; 0.3% of 330,000 active; AID 2025;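 active = percent response vs DMSO below 50%; inconclusive = fewer than 70 events counted for the yeast strain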;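 also: median channel GFP fluorescence of the barcoded RPL19A-GFP strain; ratio of sample median GFP to plate DMSO average so 100% = DMSO; lower means less RPL19A-GFP as with rapamycin TOR inhibition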
AGP1 TOR yeast – alters AGP1-GFP fluorescence in TOR pathway yeast screen | S. cerevisiae AGP1-GFP multiplex flow cytometry, 3 h; GFP as percent of DMSO wells | GFP response vs DMSO, % at 10 µM | 0.02% of 320,000 active | AID 2066;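 active = GFP response relative to DMSO above a set limit, near screen average plus 3 SD, cut at about 150% in these data; inconclusive = fewer than 70 cells counted for the yeast strain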;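 also: median GFP channel fluorescence of the gated AGP1 strain per well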
CIT2-GFP yeast – modulators of TOR pathway CIT2-GFP in S. cerevisiae; S. cerevisiae CIT2-GFP strain, flow cytometry, 3 h; 100 means same as DMSO wells; GFP response vs DMSO, % at 10 µM; 0.065% of 320,000 active; AID 2029;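 active = GFP response relative to DMSO above a set limit, near the screen mean plus 3 SD, cut at about 150% in these data; inconclusive = Fewer than 70 cells measured for a yeast strain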;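 also: ratio of well median GFP fluorescence to mean of DMSO wells on the plate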
CR mimetic SO – yeast age-related superoxide inhibition as caloric restriction mimetic; S. cerevisiae aged cells, superoxide DHE fluorescence; hits give low values; superoxide response (% of plate mean), % at 10 µM; 0.18% of 330,000 active; AID 2690;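 active = superoxide response under a set limit, about three screen SD below normal, cut at about 65% in these data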;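 also: yeast aged for seven days with compound at 30 °C before DHE staining; 100% = average MFI of all compound-treated wells on the plate with controls excluded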
GRK2 inh – inhibitors of human GRK2 displacing RNA aptamer | P25098 | 0.59% of 330,000 active | inhibition of aptamer binding, % at 10 µM | bead flow cytometry, FAM-aptamer displacement from GRK2;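 active = inhibition of aptamer binding above 40%, roughly 3 SD of noise, on plates passing a quality check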;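 also: median bead fluorescence of bound FAM aptamer so fluorescent compounds give negative values; no value below 0 was filed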
Target sequence (P25098 whole entry, looked up): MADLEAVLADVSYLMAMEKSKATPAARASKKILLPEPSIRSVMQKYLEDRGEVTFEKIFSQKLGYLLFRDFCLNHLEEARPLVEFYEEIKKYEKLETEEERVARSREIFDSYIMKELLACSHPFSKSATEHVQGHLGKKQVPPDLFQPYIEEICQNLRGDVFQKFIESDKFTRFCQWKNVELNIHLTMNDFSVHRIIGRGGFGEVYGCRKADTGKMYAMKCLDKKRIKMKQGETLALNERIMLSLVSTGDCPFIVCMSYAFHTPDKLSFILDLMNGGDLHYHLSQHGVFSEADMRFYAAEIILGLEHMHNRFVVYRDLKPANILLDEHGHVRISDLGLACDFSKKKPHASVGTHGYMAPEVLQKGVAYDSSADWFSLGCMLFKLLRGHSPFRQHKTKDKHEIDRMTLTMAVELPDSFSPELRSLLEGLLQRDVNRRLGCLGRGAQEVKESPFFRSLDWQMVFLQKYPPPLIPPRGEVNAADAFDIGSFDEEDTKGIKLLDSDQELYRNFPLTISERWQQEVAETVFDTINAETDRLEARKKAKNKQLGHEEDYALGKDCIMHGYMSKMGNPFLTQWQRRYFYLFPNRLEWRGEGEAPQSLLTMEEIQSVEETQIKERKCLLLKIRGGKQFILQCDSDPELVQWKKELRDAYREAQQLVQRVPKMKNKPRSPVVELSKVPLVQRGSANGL
Active calls of the source: *; ? = inconclusive; / = no result given; [ ] = another dose, or the depositor's remark.

Below each SMILES: CR mimetic SO	MEP2 TOR yeast	CIT2-GFP yeast	RPL19A-GFP yeast	VLA-4 inh	GRK2 inh	LAP4 TOR yeast	AGP1 TOR yeast
(1) CS(=O)(=O)Cc1ccc(C(=O)N2CCCC2c2cccs2)cc1 (stereo not drawn)
→ 122	113	104	112	12	5	106	106
(2) CC(C)(C)OC(=O)N1CCC(NC(=O)c2nc[nH]c2C(=O)N2CCc3ccccc3C2)CC1
→ 116	94	99	96	1	1	95	97
(3) O=C(c1cccc(F)c1)N1CCN(C(=O)c2cc(-c3ccc(Cl)cc3Cl)on2)CC1
→ 109	110	101	96	13	0	112	103
(4) Cc1ccc(NC(=O)CNC(=O)CC23CC4CC(CC(C4)C2)C3)c(O)c1
→ 100	101	101	99	13	3	98	110
(5) O=Cc1ccc(OCC(=O)NC(=O)NC2CCCCC2)cc1
→ 96	104	106	101	5	0	102	104
(6) Cc1ccc2c(c1)C(=O)N1[C@H]3c4cc(Br)ccc4OC[C@@H]3[C@H](c3ccccc3)[C@]1(C)C(=O)N2
→ 72	90	84	90	7	0	94	92
(7) COc1ccc(C(=O)c2c(C)c3ccccc3n2CC(O)CNC(C)C)cc1 (stereo not drawn)
→ 87	103	99	104	4	0	95	108
(8) Cc1ccc(C(=O)COc2ccccc2-c2ccccc2)cc1
→ 95	98	97	98	3	1	90	97
(9) Cc1ccccc1C(=O)O
→ 116	97	84	96	7	0	103	98
(10) CC(=O)c1cccc(NC(=O)Cn2cnc(S(=O)(=O)N3CCC(C)CC3)c2)c1
→ 99	98	96	94	12	3	96	94
(11) O=C(COC(=O)/C=C/c1ccc([N+](=O)[O-])cc1)NCc1ccccc1
→ 87	107	97	90	4	1	119	105
(12) CCOC(=O)N1CCN(c2ccc(C(=O)c3ccccc3)cc2F)CC1
→ 112	88	87	88	-4	4	100	81
(13) O=C(CC1C(=O)NCCN1CC1CCCCC1)NCCCN1CCOCC1 (stereo not drawn)
→ 102	100	101	106	17	0	98	102
(14) CCOc1ccc(S(=O)(=O)N2CCCC(C(=O)NCc3ccccn3)C2)cc1 (stereo not drawn)
→ 98	111	108	108	1	0	110	109
(15) COc1cccc(C(=O)Nn2c(C)nnc2-n2nc(C)cc2C)c1
→ 92	97	96	97	-2	0	93	105
(16) COc1ccc(/C=C2\SC(=O)N(CC(=O)Nc3cccnc3)C2=O)cc1OC
→ 106	105	113	104	-8	4	98	105
(17) CSc1ncc(-c2ccccc2)cn1
→ 107	99	117	102	14	0	99	106
(18) CCOP(=O)(OCC)C(NCc1ccccc1)c1ccc(Br)cc1 (stereo not drawn)
→ 102	105	95	98	29	3	99	106
(19) O=C(N/N=C\c1ccc(Cl)cc1Cl)c1sccc1-n1cccc1
→ 97	95	85	98	-3	1	101	101
(20) Cc1cc(-c2n[nH]c(=S)n2/N=C/c2ccc(C)s2)n[nH]1
→ 89	89	104	103	1	0	91	96
(21) Fc1ccc(Br)cc1/C=N/N1CCN(c2ccccc2)CC1
→ 112	105	101	101	5	0	92	91
(22) C=CCn1c(O)c(N=NC(=O)c2ccccc2NS(=O)(=O)c2cccs2)c2ccccc21
→ 95	98	102	97	5	1	89	93
(23) COc1ccc(C(=O)Nc2ccc(S(=O)(=O)Nc3nccc(C)n3)cc2)cc1OC
→ 108	104	109	103	-4	1	99	102
(24) COc1cccc(NC(=S)NCc2ccccn2)c1
→ 91	104	98	97	-7	0	101	100
(25) CCN=C(NCC)SC1CC(=O)N(c2ccc(F)cc2)C1=O (stereo not drawn)
→ 98	99	97	95	-8	0	104	104
(26) Cc1cc(C)n2nc(SCC(=O)NCc3ccco3)nc2n1
→ 82	107	116	103	-8	1	108	107
(27) C=CCCC(=O)Nc1nc(C)c(-c2csc(Nc3cc(OC)ccc3OC)n2)s1
→ 98	96	116	112	8	4	119	101
(28) COc1cc(C(=O)Nc2scc(-c3ccc(Br)cc3)c2C(=O)O)cc(OC)c1OC
→ 89	103	105	103	-6	7	112	111
(29) Cc1cc(OCC(=O)N2CCc3ccccc3C2)c(C)cc1Br
→ 104	110	101	97	5	0	99	96
(30) Cc1ccc(S(=O)(=O)N2CCOCC2)cc1C(=O)NCc1cccnc1
→ 118	102	92	92	1	0	93	98
(31) COC(=O)c1oc2ccccc2c1NC(=O)CN1CCCC1
→ 100	102	105	95	-12	1	91	101
(32) NC(=O)c1noc(C(=O)N(CC(=O)NC2CCCC2)Cc2ccc3c(c2)OCO3)c1N
→ 105	98	96	95	-26	1	96	99
(33) Cc1nc(NC(=O)c2ccco2)sc1C(=O)Nc1ccc(Br)cc1
→ 99	104	92	96	27	4	132	93
(34) COc1ccccc1OCC(=O)NCC1CCCCC1
→ 106	104	83	99	2	0	110	102
(35) CC[C@@H]1Cc2cc(O)ccc2C2=C1c1ccc(O)cc1C[C@H]2CC
→ 112	95	97	93	5	8	126	89
(36) CCN1C(=O)c2ccccc2S(=O)c2ccc(C(=O)NCCCN3CCCC3=O)cc21 (stereo not drawn)
→ 99	107	103	103	-7	1	107	107
(37) Cc1ccccc1NC(=O)COC(=O)C1(C)CC1(Cl)Cl (stereo not drawn)
→ 102	101	97	101	0	1	89	99
(38) COc1cc(OC)c(C(=O)N/N=C/c2ccoc2)cc1OC
→ 101	107	99	105	1	2	91	91
(39) CCN(Cc1nc(-c2ccc(OC)cc2)no1)C(=O)c1ccc2c(c1)OCO2
→ 97	110	98	101	-1	0	109	101
(40) N#Cc1c(Cn2cncn2)nc(=O)n(-c2ccc(Cl)cc2)c1N
→ 96	93	93	97	7	2	94	98
(41) CCOc1nc(NC(=O)NS(=O)(=O)Oc2ccccc2Cl)nc(-c2ccccc2)n1
→ 96	107	102	102	-8	2	113	96
(42) Cc1ccc(CCNC(=O)C2CCC(CNc3c(N4CCCC4)c(=O)c3=O)CC2)cc1 (stereo not drawn)
→ 102	103	94	99	-1	1	106	96
(43) CCn1c(O)c(N=NC(=O)CNC(=O)Cc2ccccc2)c2ccccc21
→ 99	104	103	104	4	0	95	110
(44) COc1ccc2nc(/C=N/NC(=O)CCCCCNC(=O)OC(C)(C)C)ccc2c1
→ 100	204*[may fluoresce violet]	?	62[may fluoresce violet]	-1	2	108[may fluoresce violet]	?
(45) CCC1CCCCN1C(=O)COc1cc(=O)n(C)c2ccccc12 (stereo not drawn)
→ 95	98	103	96	28	0	102	103
(46) Cc1cccc(C)c1NC(=O)NC1(C(=O)NCC2CCCO2)CCCCC1 (stereo not drawn)
→ 106	102	98	104	4	0	96	104
(47) Cc1cc(=O)oc2cc(NC(=O)COc3cccc(C(F)(F)F)c3)ccc12
→ 110	101	92	101	0	2	106	102
(48) O=C(CNS(=O)(=O)c1ccccc1)OCC(=O)c1cccc([N+](=O)[O-])c1
→ 115	109	99	104	15	0	98	100
(49) COc1ccccc1C(CC(=O)Nc1ccc(Cl)cc1)c1ccc(OC(C)C)cc1 (stereo not drawn)
→ 116	107	96	102	10	0	92	95
(50) CC1(C)CC(=O)C(C=NCCN2CCN(C(=S)Nc3cccc(Cl)c3)CC2)=C(O)C1
→ 108	104	102	99	10	0	102	104
(51) O=C(OCn1nnc2ccccc2c1=O)c1cc(-c2ccccc2)nc2ccccc12
→ 105	89	93	104	0	2	81	101
(52) COc1ccc(N2CCN(CCCNC(=O)CCCn3c(=O)[nH]c4ccsc4c3=O)CC2)cc1
→ 86	101	104	100	-5	0	100	108
(53) O=C(O)c1cc(-c2ccc(/C=N/Nc3ccc(Cl)cc3)o2)ccc1Cl
→ 111	103	114	103	-9	0	95	105
(54) CCCCN(C)C(=O)C1CCN(CCCc2ccccc2)CC1
→ 102	96	94	96	-7	0	99	98
(55) COC(=O)c1c(NC(=O)Nc2ccc(Cl)cc2)sc(C)c1C
→ 107	105	100	97	3	0	105	99
(56) O=C(C1CCCO1)N1CCN(c2ccccn2)CC1 (stereo not drawn)
→ 98	102	106	110	10	2	99	104
(57) CCn1c(SCc2ccc(C)cc2)nnc1-c1nn(-c2ccccc2)ccc1=O
→ 86	97	88	91	0	0	95	95
(58) COc1ccc(-n2c(SCC(=O)Nc3cc(C)on3)nc3c([nH]c4ccccc43)c2=O)cc1
→ 96	103	92	97	-12	1	99	102
(59) COc1ccccc1C(=O)NCCn1ccc2ccccc21
→ 117	97	77	98	10	1	110	95
(60) Cc1ncc([N+](=O)[O-])n1CC(=O)NC1CCCC1
→ 109	104	112	102	-10	0	112	109

(listing goes on)
Below each SMILES: CR mimetic SO	MEP2 TOR yeast	CIT2-GFP yeast	RPL19A-GFP yeast	VLA-4 inh	GRK2 inh	LAP4 TOR yeast	AGP1 TOR yeast
(61) CCOc1ccc(CCNC(=O)C2CCN(c3nnc(-n4cccc4)s3)CC2)cc1
→ 109	97	99	100	31	2	94	100
(62) CC1CN(Cc2ccccc2)c2nc3c(c(=O)n(CC(N)=O)c(=O)n3C)n2C1 (stereo not drawn)
→ 103	98	99	95	-5	6	95	98
(63) O=C1CN(C(=O)c2c(F)cccc2F)C(c2ccccc2)c2cc(Br)ccc2N1 (stereo not drawn)
→ 132	105	102	101	-6	3	93	99
(64) Cc1ccc(S(=O)(=O)N2CCN(C(=O)c3ccco3)CC2)c(C)c1
→ 83	99	102	108	27	0	96	98
(65) CCc1cc2c3c(c(=O)oc2cc1OC)CCCC3
→ 91	92	72	91	22	0	110	87
(66) COc1cc(CN2CC(=O)N(c3ccc(C)c(C)c3)C2=S)cc(OC)c1OC
→ 96	?	?	?	15	1	?	?
(67) O=C(Nc1cccc2c1CCCC2)c1ccccc1F
→ 101	105	100	105	15	0	91	89
(68) COc1ccc2[nH]c(C)c(CN3CCC(C)CC3)c(=O)c2c1
→ 101	93	77	115	19	4	79	79
(69) CCC(CC)C(=O)NCCc1ccc(F)cc1
→ 109	105	96	99	10	0	101	104
(70) CCOc1ccc(OCC)c(NC(=O)C2CCN(S(=O)(=O)c3c(C)[nH]c(=O)[nH]c3=O)CC2)c1
→ 96	98	100	95	16	0	102	107
(71) CC1(C)Cc2cccc(OCC(=O)N3CCN(S(=O)(=O)c4ccccc4)CC3)c2O1
→ 86	103	98	101	-1	1	97	103
(72) O=C(COC(=O)c1ccccc1C(=O)c1ccccc1)NCCc1ccccc1
→ 86	105	102	99	22	17	98	100
(73) CCCC(=O)Nc1ccccc1NC(=O)CN(C)S(=O)(=O)c1ccccc1
→ 107	128	118	117	-21	0	115	114
(74) Cc1cccc(-c2nn(-c3ccccc3)cc2C(=O)N(C)CC(=O)Nc2ccc(N3CCOCC3)cc2)c1
→ 96	91	98	99	6	0	103	102
(75) O=C(NCc1ccco1)c1ccc2c(=O)n(CC3CCCO3)c(=S)[nH]c2c1 (stereo not drawn)
→ 109	96	93	96	-19	0	98	95
(76) CC1(c2ccccc2)NC(=O)N(CC(=O)Nc2ccc3c(c2)OCO3)C1=O (stereo not drawn)
→ 90	100	103	99	-2	4	95	102
(77) CCOCCCN(C(=O)Cn1nnc(-c2ccc(C)o2)n1)C(C(=O)NCC1CCCO1)c1ccc(F)cc1 (stereo not drawn)
→ 95	99	112	105	4	0	106	109
(78) O=C(/C=C/c1ccccc1)Nc1ccc(C(=O)N2CCCCC2)cc1
→ 86	103	111	101	6	2	87	97
(79) CC(OC(=O)c1cccc(NS(C)(=O)=O)c1)C(=O)Nc1ccc(N2CCOCC2)cc1 (stereo not drawn)
→ 96	106	103	99	5	0	90	102
(80) COc1ccc(CCN=C(NS(=O)(=O)c2ccc(Cl)cc2)c2ccccc2)cc1
→ 109	89	/	86	-2	1	82	85
(81) Cc1ccc(S(=O)(=O)c2cc3c(=O)n4ccccc4nc3n(Cc3ccco3)c2=N)cc1
→ 109	97	82	96	-20	4	92	83

Only MEP2 TOR yeast, for two of the compounds above:
cpd	Compound	MEP2 TOR yeast
15	COc1cccc(C(=O)Nn2c(C)nnc2-n2nc(C)cc2C)c1	97
4	Cc1ccc(NC(=O)CNC(=O)CC23CC4CC(CC(C4)C2)C3)c(O)c1	101
